OX1R antag-1 = OX1R (HCRTR1) antagonists, primary screen, fluorescence, CHO/OX1R cells, Fluo-8 calcium, orexin A | Orexin/Hypocretin receptor type 1 (Homo sapiens), O43613 | Fluo-8 calcium fluorescence | inhibition, % at 5 µM | hit rate 0.43% among 330,000 | AID 434989, 2010;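 active means inhibition above its plate's threshold, mean inhibition of all tested compounds on the plate plus 3 SD, cut at about 37% in these data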;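 further: 0% = orexin A challenge wells and 100% = SB-334867-A antagonist wells; not every result past the cut was called active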
Target sequence (O43613 whole entry, looked up): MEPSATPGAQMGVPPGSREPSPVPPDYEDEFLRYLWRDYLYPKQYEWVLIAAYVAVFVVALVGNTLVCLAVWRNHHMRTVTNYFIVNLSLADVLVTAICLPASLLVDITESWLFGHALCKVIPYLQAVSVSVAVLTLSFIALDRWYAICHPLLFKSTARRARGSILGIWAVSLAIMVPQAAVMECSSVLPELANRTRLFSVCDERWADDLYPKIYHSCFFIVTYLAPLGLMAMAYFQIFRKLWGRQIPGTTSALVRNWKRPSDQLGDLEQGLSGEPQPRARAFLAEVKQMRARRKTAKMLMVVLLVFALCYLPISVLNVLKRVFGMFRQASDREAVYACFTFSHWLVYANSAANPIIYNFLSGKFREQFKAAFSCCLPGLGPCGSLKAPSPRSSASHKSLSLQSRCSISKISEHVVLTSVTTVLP
OX1R antag-2 = antagonists of human orexin 1 receptor (OX1R) | Orexin/Hypocretin receptor type 1 (Homo sapiens), O43613 | OX1R-expressing cells, FRET antagonist read-out | inhibition, % at 6.6 µM | hit rate 1.8% among 330,000 | AID 485270, 2010; in the data active means inhibition mostly above about 38%, no sharp cut-off; inactive means mostly below about 40%;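 further: 0% = agonist challenge alone and 100% = reference antagonist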
* hit, by the source's call. An unsorted share of the library. Share with any hit: about 2.1%.

SMILES | OX1R antag-1 | OX1R antag-2
CCCCN1C(=O)c2ccc(C(=O)OCC(=O)N3CCN(c4ccccc4)CC3)cc2C1=O | -26 | 2
CCOC(=O)C1=C(C)N(C)C(C)=C(C(=O)OCC)C1c1ccccn1 | -24 | 10
CCOC(=O)N1CCC(N2CCN(S(=O)(=O)c3ccc4ccccc4c3)CC2)CC1 | -15 | 10
CN(C)c1ccc(/C=C/C(O)=C2/C(=O)N(C)C3(C)CC2c2ccccc2O3)cc1 (centres undefined) | 13 | 9
COCCNc1c2c(c(C#N)c3nc4ccccc4n13)CCCC2 | -22 | 40
Cc1noc(NS(=O)(=O)c2ccc(NC(=O)CCN3C(=O)c4ccccc4C3=O)cc2)c1C | -11 | 7
CCOC(=O)c1cc2occc2n1Cc1c(F)cccc1Cl | -18 | 21
CC(C)[C@H](NS(=O)(=O)c1ccccc1)C(=O)OCC(=O)NC1CCCCC1 | -7 | 6
CCN(CC)c1ccc(-c2sc(Nc3ccccc3)n[n+]2-c2ccc(F)cc2)cc1 | -11 | 15
O=C1CCCN2N=C(SCC(=O)Nc3ccc(Cl)cc3)SC2=N1 | -20 | 20
COc1ccccc1-c1n[nH]c(=S)n1N | 10 | 21
O=C(CSc1nccn1Cc1ccco1)Nc1cccc(F)c1 | -15 | 34
COc1ccc(CCNC(=O)c2ccc(=O)[nH]c2)cc1OC | -16 | -6
O=C1CSC(c2cccnc2)N1CC1CC1 (centres undefined) | -37 | 9
Cc1ccsc1CNCC(O)c1ccccc1 (centres undefined) | -25 | 13
Cc1ccccc1C(=O)Nc1ccc(S(=O)(=O)N2CCN(C)CC2)cc1 | -14 | 10
CC(C)(C)C(=O)NC(=S)NCCc1ccccc1 | -18 | 6
CN(c1cccc(Cl)c1)S(=O)(=O)c1cccc(C(=O)NN2CCOCC2)c1 | -7 | 7
Cc1[nH]n(-c2ccccc2)c(=O)c1N=Nc1ccc(C#N)cc1 | -10 | -1
OCCN1CCN(c2nc(-c3ccccc3)c3cc(Br)ccc3n2)CC1 | 4 | -1
Cc1ccc(C)c(N2CCN(C(=O)CCNC(=O)Cn3ccc4ccccc4c3=O)CC2)c1 | -28 | 12
O=C1CC(N2CCC(c3nc4ccccc4o3)CC2)C(=O)N1c1ccc(Cl)c(C(F)(F)F)c1 (centres undefined) | -20 | 17
O=S(=O)(c1ccc(Cl)c(NC(=S)N/N=C/c2c(F)cccc2F)c1)N1CCOCC1 | -26 | 21
CCOC(=O)N1CCN(CC(=O)N2c3ccccc3CCc3ccccc32)CC1 | -10 | 9
Cc1ccc(S(=O)(=O)NCCNc2ccc([N+](=O)[O-])cc2)cc1 | -5 | 10
CNS(=O)(=O)c1cccc(C(=O)OCc2csc(-c3ccccc3)n2)c1 | 1 | 20
CN1CCN(S(=O)(=O)c2ccc(NS(=O)(=O)c3ccccc3)cc2)CC1 | 0 | 3
Cc1ccc(Cl)cc1-c1ccc(/C=N/n2cnnc2)o1 | -10 | -2
CCN(CC)CCCNC(=O)c1cc2nc3c(c(C(F)(F)F)n2n1)CCc1ccccc1-3 | -45 | 23
CC[C@]12c3[nH]c4ccccc4c3CCN1C(=O)C(CC(=O)NCc1cccc(C(F)(F)F)c1)C[C@@H]2C(=O)N1CCN(C(=O)C2CC2)CC1 (some centres undefined) | -56 | 3
CCC(C)c1ccc(O)c(NC(=S)NC(=O)c2cccnc2)c1 (centres undefined) | -10 | 6
CC(C)CN(CC(C)C)C(=O)C12CCC(C)(C(=O)O1)C2(C)C (centres undefined) | 6 | 9
CC1CN(C(=O)COC(=O)[C@@H]2CC(O)CN2S(=O)(=O)c2ccc3c(c2)OCCO3)CC(C)O1 (some centres undefined) | -4 | 6
COc1ccc(OC)c(C2=NOC(C(=O)NCC3CCCO3)C2)c1 (centres undefined) | -3 | 6
O=C(CN1C(=O)/C(=C\c2cccc(Cl)c2)Sc2ccccc21)NCCCN1CCOCC1 | 0 | 11
CC1CCN(C(=O)c2ccc(CNS(=O)(=O)c3ccc(C(C)(C)C)cc3)cc2)CC1 | 24 | 22
CCc1ccc(NC(=O)CN2C(=O)CSC2=O)cc1 | 9 | 21
COc1cc(NC(=O)Cc2ccccc2)ccc1NC(=O)Cc1ccccc1 | -16 | 7
N#Cc1c(C(F)(F)F)cc(-c2ccc(Cl)cc2)[nH]c1=O | -18 | 53
CCN1CCN(c2c(Cl)cccc2NC(=O)c2cccs2)CC1 | -25 | 25
COc1cccc(C(c2c(NC(=O)c3ccco3)sc(C)c2C)N2CCOCC2)c1 (centres undefined) | -9 | 11
COc1ccc(NC(=O)c2ccccc2SC)cc1 | -3 | 21
O=C(/C(=C(\O)c1ccccc1)c1ncc[nH]1)c1ccccc1 | 3 | 29
CCCC(=O)NCCc1cc(OC)c(OC)cc1Br | -12 | 5
C=CCC1NCCc2c(Br)cccc21 (centres undefined) | -10 | 33
N#Cc1c(N)c2ccccn2c1C(=O)c1ccc(Br)cc1 | -32 | -5
O=C(Nc1ccc(Nc2ccccc2)cc1)c1ccc(Cl)cc1[N+](=O)[O-] | -14 | 6
CCN(/N=C/c1ccccc1)c1cc(=O)n(C)c(=O)[nH]1 | -20 | 7
CCCCC(=O)Nc1cccc(C(=O)N/N=C/c2ccc(OC)cc2OC)c1 | -31 | 3
CCN1C(=O)c2ccccc2Sc2ccc(C(=O)NCCN3CCOCC3)cc21 | -24 | 0

In another format: entries from further up.
O=C(Nc1ccc(Nc2ccccc2)cc1)c1ccc(Cl)cc1[N+](=O)[O-]
  OX1R antag-1 = -14
  OX1R antag-2 = 6
CCN(/N=C/c1ccccc1)c1cc(=O)n(C)c(=O)[nH]1
  OX1R antag-1 = -20
  OX1R antag-2 = 7

Continuation.
SMILES | OX1R antag-1 | OX1R antag-2
COc1ccc(-c2nc3cnccn3c2Nc2ccc3c(c2)OCO3)cc1 | -32 | 9
Cc1c(C#N)c2ncnc(N)c2n1-c1ccccc1 | -51 | 22
Cc1ccc(S(=O)(=O)Cn2nnnc2C(CC(C)C)N2CCC(C(N)=O)CC2)cc1 (centres undefined) | 5 | 8
CCOC(=O)C1=C(C)N=c2s/c(=C3\C(=O)Nc4ccccc43)c(=O)n2C1c1ccc2c(c1)OCO2 (centres undefined) | -37 | 6
O=c1[nH]c2ccccc2c(O)c1-c1ccccc1 | -8 | 9
Cc1noc(NC(=O)c2ccccc2)c1C#N | -9 | 9
CC1(C)CCC/C(=C\c2ccccc2)C1=O | -10 | 8
CCCc1cc(=O)oc2cc(Oc3ncccn3)ccc12 | -10 | 13
COc1ccc(C(C)=O)cc1CSc1nc2ccccc2c(=O)n1-c1ccccc1C | -24 | 28
CCN(CC)/C(N)=N/c1nc(C)cc(C)n1 | 0 | 6
COc1ccc(C(=O)NCC(=O)N2CCCCC2)cc1OC | -20 | 7
CCC(=O)Nc1ccc(NC(=O)c2ccc3c(c2)OCO3)cc1 | -6 | 11
O=C1N[C@@H](Cc2ccccc2)C(=O)N2[C@H]1C[C@]1([C@]34C[C@H]5C(=O)N[C@@H](Cc6ccccc6)C(=O)N5[C@H]3N(S(=O)(=O)c3ccccc3)c3ccccc34)c3ccccc3N(S(=O)(=O)c3ccccc3)[C@H]21 | 2 | 16
O=C(NCc1cccc(OC(F)(F)F)c1)c1cccc2c1C(=O)c1ccc(-c3ccc(F)cc3OCc3ccccc3)cc1S2(=O)=O | -10 | 6
CCN(CC(=O)NCc1ccc(Cl)cc1)C(=O)CCOc1ccccc1C | -14 | 9
Cc1ccc(C2C=C(c3ccccc3)Nc3ncnn32)cc1 (centres undefined) | -18 | 22
CCc1ccc(-n2ccc(=O)c(C(=O)O)n2)cc1 | -8 | -1
CCc1ccc(NC(=O)c2ccc(-n3cncn3)c([N+](=O)[O-])c2)cc1 | -3 | 7
COc1ccc(C(=O)N2CCN(c3nc4ccccc4o3)CC2)cc1OC | -11 | 7
Cc1ccc(CCNC(=O)C2CCCN(S(=O)(=O)c3c(C)nn(C)c3C)C2)cc1 (centres undefined) | -36 | 10
Cn1c(=O)[nH]c(=O)c2c1nc(N1CCCCC1)n2C/C=N/Nc1ccc(C(=O)O)cc1 | -8 | 6
Cc1ccc(-n2c3c(c(O)c(-c4ccccc4)c2=O)C(=O)CC(C)(C)C3)cc1 | -25 | 21
COc1cc(OC)cc(OC(=O)C2CCN(C(=O)c3ccc(F)cc3)CC2)c1 | -15 | 3
COc1ccc(/C=N\NC(=O)c2ccc(F)cc2)cc1COc1ccccc1C(N)=O | -34 | 26
COC(=O)c1ccc(CSc2nc3ccccc3s2)o1 | -4 | 7

The list continues.
SMILES,OX1R antag-1,OX1R antag-2
CC(=O)c1ccc(OCC(O)CN2CCN(c3ccccn3)CC2)cc1 (centres undefined),-11,11
O=C1c2cccc3cccc(c23)C(=O)N1CC1CCN(S(=O)(=O)c2ccc(F)cc2)CC1,4,15
COc1ccc(NC(=O)Cn2cc(C(=O)c3ccco3)c3ccccc32)cc1,-19,10
Nc1cc(C(=O)OCC(=O)NCC2CCCO2)ccc1Cl (centres undefined),-20,8
COc1cccc(CNC(=O)CN2C(=O)COc3ccc(S(=O)(=O)N4CCOCC4)cc32)c1,-13,23
Cc1ccc(C)c(S(=O)(=O)N2CCN(Cc3ccc(O)c4ncccc34)CC2)c1,-29,25
Cc1nnc(SCC(=O)Nc2ccc(F)cc2F)n(N)c1=O,-11,2
O=C(NCCc1cn[nH]c1)C1CCC(=O)N(CCc2cccc(F)c2)C1 (centres undefined),-7,3
O=C(COC(=O)/C=C/c1cccc(F)c1)NC1CCCCCC1,5,6
COC(=O)c1c(NC(NC(=O)C(C)C)C(Cl)(Cl)Cl)sc2c1CCC2 (centres undefined),-24,6
CCOc1ccc(NC(=O)c2cc3n(n2)C(C(F)(F)F)CC(c2ccco2)N3)cc1 (centres undefined),-30,10
O=C(Nc1nnc(-c2ccccc2)o1)c1cc(Cl)sc1Cl,-1,4
c1ccc(Cn2nnc3cnccc32)cc1,-14,0
C[C@H](NC(=O)OC(C)(C)C)C(=O)NCC1CCC(C(=O)N[C@@H](Cc2ccccc2)C(=O)O)CC1 (some centres undefined),-7,4
COc1cc(CCCN2C(N)=NC[C@@H]2Cc2ccccc2)cc(OC)c1OC,1,16
O=C(O)CCCC(=O)NCCc1cccc(Cl)c1,-2,2

An excerpt of these results, with values ahead of the structure.
OX1R antag-1 | OX1R antag-2 | SMILES
-2 | 2 | O=C(O)CCCC(=O)NCCc1cccc(Cl)c1
1 | 16 | COc1cc(CCCN2C(N)=NC[C@@H]2Cc2ccccc2)cc(OC)c1OC
-7 | 4 | C[C@H](NC(=O)OC(C)(C)C)C(=O)NCC1CCC(C(=O)N[C@@H](Cc2ccccc2)C(=O)O)CC1 (some centres undefined)
-1 | 4 | O=C(Nc1nnc(-c2ccccc2)o1)c1cc(Cl)sc1Cl
-24 | 6 | COC(=O)c1c(NC(NC(=O)C(C)C)C(Cl)(Cl)Cl)sc2c1CCC2 (centres undefined)
-30 | 10 | CCOc1ccc(NC(=O)c2cc3n(n2)C(C(F)(F)F)CC(c2ccco2)N3)cc1 (centres undefined)
5 | 6 | O=C(COC(=O)/C=C/c1cccc(F)c1)NC1CCCCCC1

(list continues)
SMILES,OX1R antag-1,OX1R antag-2
COc1ccc([C@H]2CC(=O)C=C(c3ccc(C)c([N+](=O)[O-])c3)C2)cc1,-15,10
COc1cc(C(=O)N2CCC(N3CCCCCC3)CC2)cc(OC)c1OC,-6,23
Cc1cccc(NC(=O)CS(=O)(=O)c2cn(C)c3ccccc23)c1C,-13,1
Nc1ncccc1OCc1ccc(Br)cc1,-20,35
CCCCOc1ccc(CSc2ncn[nH]2)cc1,-10,8
COc1ccc(C2(C(N)=O)CCCCC2)cc1OC,-10,2
O=C(NNC(=O)c1sc2cccc(Cl)c2c1Cl)NC1CCCCC1,-24,19
COC(=O)[C@H](CCSC)NC(=O)Cn1ccc(NC(=O)OCc2ccccc2)nc1=O,-13,3
O=C(/C=C\c1ccc2c(c1)OCO2)Nc1nnc(SCC(=O)OCc2ccccc2)s1,-2,11
CC(C)n1nnnc1-c1ccc(Cl)cc1,-24,21
CCCOC(=O)Nc1ccc(S(=O)(=O)Nc2ncccn2)cc1,-8,8
O=C(CSc1nc2ncc(Cl)cc2[nH]1)Nc1cccc(F)c1,-14,47*
CC(C)Oc1ccc(C(=O)Nc2nc3ccccc3[nH]2)cc1,-26,13
COc1ccc(NS(=O)(=O)c2cc(NC(=O)c3cccnc3Cl)ccc2N2CCCC2)cc1,-13,15
Cc1ccc(NC(=O)N2CCc3ccccc32)cc1C,-28,13
CC(=O)N1CCN(C(=O)Nc2cccc(C(F)(F)F)c2)CC1,-11,16
COc1ccc([N+](=O)[O-])cc1NC(=O)CCNC(=O)Cn1ccc2ccccc2c1=O,-5,12
Cc1ccc(S(=O)(=O)N2C[C@@H]3[C@H]4CC[C@H](C4)[C@@H]3[C@@H](C)[C@@H]2c2ccco2)cc1,-2,18
